High-throughput results (PubChem BioAssay)
STAT1 activator: STAT1 signaling activators, primary screen, cell-based, HTS, luciferase reporter. NIH 3T3 STAT1-luciferase reporter, IFN-gamma, luminescence; 100% = IFN-gamma alone, no compound. actives 2.6% (n = 200,000). activation (% of control), % at 5.5 µM;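 active means activation above the screen-wide mean activation plus 3 SD, cut at about 130% in these data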;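 further: raw ratio to IFN-gamma control signal so 100% means no change and 0% no light; values of inactives mirror those of a sister screen read the other way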
NF-kB expr up: activators of NF-kB expression in neurons, primary screen, cell-based, HTS; human neuronal cells, NF-kB reporter expression; stronger effect = higher value; fold change at 12.5 µM; actives 1.6% (n = 190,000); in the data active means fold change above about 3.3
G6PDH counter: L. mesenteroides G6PDH inhibitors, counter-screen for G6PDH-coupled screening assays, biochemical, Leuconostoc mesenteroides enzyme | glucose-6-phosphate dehydrogenase [Leuconostoc mesenteroides] | Purified L. mesenteroides G6PDH, diaphorase/resazurin coupled fluorescence, 45 min | inhibition, % at 5 µM | actives 0.12% (n = 200,000) | AID 1020, 2008; in the data active means inhibition above about 50%
APP 5UTR inh: inhibitors of APP translation via 5'UTR reporter, primary screen, APP 5'UTR luciferase, SH-SY5Y cells; inhibition, % at 2 µM; actives 0.82% (n = 190,000); SH-SY5Y APP 5'UTR-luciferase reporter, luminescence;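 active means inhibition above a set limit, derived from the sample mean plus 3 SD, cut at about 45% in these data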; further: values of inactives mirror those of a sister screen read the other way
APP 5'UTR act: activators of APP 5'UTR luciferase reporter, primary screen, SH-SY5Y cells. SH-SY5Y APP 5'UTR luciferase reporter, luminescence; zero percent = DMSO vehicle wells. activation, % at 2 µM. actives 1% (n = 190,000);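 active means activation above a set limit, based on mean plus 3 SD of controls, cut at about 140% in these data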; further: values of inactives mirror those of a sister screen read the other way
FLuc act counter: FLuc activators, initial screening, artefact control for FLuc-dependent activation tests, biochemical, ATPlite luminescence | AID 1027, 2008 | activation factor at 10 µM | 200,000 tested, under 10 active | Luciferin 4-monooxygenase (Photinus pyralis), P08659 | ATPlite luciferase biochemical, 10 min; 0 = ATP-free wells, 1 = DMSO control;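 active means luciferase activation factor, scaled between plate controls, of at least 2 with compound at 10 µM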
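Material: Luciferase/luciferin reagent mix | Doses: Test compounds dosed from 2 mM stocks in 100% DMSO | Timing: 10 min incubation after luciferase reagent addition, room temperature | Measured by: Luminescence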
Diaphorase act: compounds boosting diaphorase resazurin reduction – biochemical, uHTS, resorufin fluorescence, counter-screen for diaphorase-coupled primary assays, primary screen; Diaphorase/resazurin coupled assay, 16 min; stronger effect = higher value; 1 = vehicle wells, 0 = NADH-free wells; actives 0.005% (n = 190,000); activation factor at 20 µM;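 active means diaphorase activity raised at least twofold by the compound at 20 µM; inactive means activation factor below 2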
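System – purified diaphorase enzyme from Clostridium kluyveri · Input – enzyme 0.07 U/mL final · Also added – final NADH 0.114 mM, resazurin 0.1 mM · Measured by – fluorescence of resorufin, 544 nm excitation, 590 nm emission · Timing – 16 min enzyme reaction, ambient temperature · Measure – resorufin increase flagging diaphorase activators or reducers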
Diaphorase inh: diaphorase inhibitors and chemical oxidizers, primary screen, counter-screen for diaphorase-coupled primary assays, biochemical, uHTS, resorufin fluorescence; inhibition, % at 20 µM; diaphorase resazurin-to-resorufin fluorescence, NADH, 16 min; bacterial (C. kluyveri) enzyme, not human; AID 1217, 2008; actives 0.69% (n = 190,000);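 active means primary screen inhibition at 20 µM above a set limit, cut at about 50% in these data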;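 further: plate controls were DMSO with full reaction for no effect and wells lacking NADH for full effect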
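Detection: fluorescence of resorufin formed from resazurin, Ex 544/Em 590 nm; test system: Clostridium kluyveri diaphorase enzyme; amount: 0.14 U/mL diaphorase, enzyme working solution; times: 16-min room-temperature incubation before reading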
TLR4-MyD88 BLA: inhibitors of TLR4-MyD88 association in cells, primary screen, cell-based, HeLa CL3-4, BLA complementation, FRET ratio. Toll-like receptor 4 (Homo sapiens) + Myeloid differentiation primary response protein …. HeLa CL3-4 TLR4/MyD88 BLA complementation. inhibition, % at 8.4 µM. actives 0.18% (n = 200,000); in the data active means inhibition above about 25%;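 further: 0% = vehicle and 100% = reference inhibitor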
Target sequence (O00206 whole entry, looked up): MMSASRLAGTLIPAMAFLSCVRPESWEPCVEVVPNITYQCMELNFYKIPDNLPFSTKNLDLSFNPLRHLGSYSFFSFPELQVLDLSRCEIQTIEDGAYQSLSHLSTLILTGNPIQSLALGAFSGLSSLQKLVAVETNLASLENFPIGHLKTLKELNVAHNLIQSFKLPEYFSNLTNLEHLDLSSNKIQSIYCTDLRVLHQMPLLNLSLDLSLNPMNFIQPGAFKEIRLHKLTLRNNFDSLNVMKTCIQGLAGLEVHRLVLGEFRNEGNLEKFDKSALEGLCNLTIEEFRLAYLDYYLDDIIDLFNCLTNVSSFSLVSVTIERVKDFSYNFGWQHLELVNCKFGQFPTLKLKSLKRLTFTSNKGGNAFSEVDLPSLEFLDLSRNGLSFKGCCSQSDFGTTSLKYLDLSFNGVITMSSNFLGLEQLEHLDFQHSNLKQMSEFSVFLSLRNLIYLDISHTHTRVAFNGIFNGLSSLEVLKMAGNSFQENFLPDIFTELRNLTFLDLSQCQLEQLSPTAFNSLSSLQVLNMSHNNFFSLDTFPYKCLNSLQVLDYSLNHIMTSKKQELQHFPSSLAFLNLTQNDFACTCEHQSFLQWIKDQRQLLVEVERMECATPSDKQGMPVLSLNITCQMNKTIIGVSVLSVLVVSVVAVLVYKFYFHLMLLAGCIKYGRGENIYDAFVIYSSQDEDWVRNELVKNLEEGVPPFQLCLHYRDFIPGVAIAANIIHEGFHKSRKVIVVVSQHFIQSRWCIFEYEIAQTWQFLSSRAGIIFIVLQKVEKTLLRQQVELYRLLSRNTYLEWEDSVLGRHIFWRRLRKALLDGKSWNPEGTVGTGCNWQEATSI
Target sequence (Q99836 whole entry, looked up): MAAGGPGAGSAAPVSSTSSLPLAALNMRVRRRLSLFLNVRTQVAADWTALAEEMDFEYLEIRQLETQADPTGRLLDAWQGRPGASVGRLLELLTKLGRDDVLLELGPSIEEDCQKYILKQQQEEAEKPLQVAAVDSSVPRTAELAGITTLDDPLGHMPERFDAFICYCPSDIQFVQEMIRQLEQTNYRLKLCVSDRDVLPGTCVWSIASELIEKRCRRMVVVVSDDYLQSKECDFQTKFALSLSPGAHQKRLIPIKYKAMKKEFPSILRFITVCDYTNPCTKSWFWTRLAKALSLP
FLuc inhib CS: firefly luciferase enzyme inhibitors, primary screen, artefact control for luciferase-based inhibitor screens, biochemical, luminescence, ATPLite. actives 1.5% (n = 200,000). Luciferin 4-monooxygenase (Photinus pyralis), P08659. AID 1006, 2008. 10 min. inhibition, % at 10 µM;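 active means inhibition above about 50% when tested at 10 µM, limit read from the data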
The depositor's hits bear a star; / = not tested or not shown.

SMILES	STAT1 activator	NF-kB expr up	G6PDH counter	APP 5UTR inh	APP 5'UTR act	FLuc act counter	Diaphorase act	Diaphorase inh	TLR4-MyD88 BLA	FLuc inhib CS
CC(=O)c1c(C)cc(C)c(CSc2nnc(-c3ccco3)o2)c1C	102	1.1	-4	8	-8	1.1	0.8	18	13	-6
CCn1cc(C(=O)NCc2ccco2)c(=O)c2cc(S(=O)(=O)N3CC(C)CC(C)C3)ccc21 (centres undefined)	99	0.79	8	39	-39	1.1	0.7	29	-8	-8
COc1ccc(C2CCCN2C(=S)Nc2ccccc2C)cc1OC (centres undefined)	89	1.1	7	11	-11	1.1	1	-3	3	-9
O=C1c2ccccc2-c2nc3ccccc3nc21	132*	1.5	10	-11	11	0.9	0.8	20	10	11
O=C1N(Cc2cccc(Cl)c2)C[C@@H]2C[C@@H](c3ccc4nonc4c3)N3CCC[C@@]123	101	1.1	7	15	-15	1	1	1	2	-4
CN(C)c1cccc(C(=O)OCC(=O)N2CCc3ccccc3C2)c1	106	1.1	3	-32	32	1	1	-2	16	2
O=C(Cc1cccs1)N(c1ccc(F)cc1)C1(C(=O)NC2CCCCC2)CCCC1	92	0.95	-7	-10	10	1.1	0.9	6	-10	-6
S=C(NCCc1ccccc1)NC1CC1	101	1.4	9	-20	20	1.1	0.9	11	-5	-7
O=C(CCCn1c(=O)[nH]c2cc(Cl)ccc2c1=O)NCCC1=CCCCC1	93	0.95	7	-2	2	1	0.9	7	-7	-3
COc1ccc(CNC(=O)CSc2nc3[nH]ncc3c(=O)n2-c2ccccc2Br)cc1	97	1.2	8	17	-17	1.1	0.8	16	-6	-6
CCOc1ccc(C2C([N+](=O)[O-])=C(C)N(C)C(=O)N2C)cc1OC (centres undefined)	111	1.3	14	-17	17	1	1	3	-4	1
OC(COc1ccccc1)CN1C2=NCCCN2c2ccccc21 (centres undefined)	101	1.2	-15	-9	9	1.1	0.8	22	-7	-7
CCCNC(=O)c1c(C)cc(=O)oc1C	107	1.1	-3	-13	13	1.1	0.8	17	-4	-8
Cc1ccc2[nH]c(=O)c(CN(CCCN3CCOCC3)C(=O)Nc3ccc(Cl)cc3)cc2c1	86	0.59	32	17	-17	1	0.9	8	-4	-5
O=C(CN1CCCCC1)N1c2ccccc2Sc2ccc(C(F)(F)F)cc21	105	1.1	4	-6	6	1	0.8	20	5	-3
O=C(Nc1ccccc1C(F)(F)F)Nc1cccc2ccccc12	103	1.5	1	-12	12	1.1	1	0	7	-7
CC(=O)C1=C(O)C(=O)N(c2ccc(C(=O)O)cc2)C1c1ccccc1 (centres undefined)	95	1.1	-2	2	-2	1	0.9	8	-4	-2
CCCCNS(=O)(=O)c1ccc2nc(SCC(=O)Nc3ccccc3Cl)[nH]c2c1	97	1.1	-17	3	-3	1.1	0.7	28	8	-7
NC(=O)c1sc2nc(N3CCOCC3)c3c(c2c1N)CCCC3	98	0.61	5	-8	8	1	0.7	32	9	-5
CCOC(=O)C(CC)n1nc(C)n2c(cc3sccc32)c1=O (centres undefined)	92	/	-13	-8	8	1.1	0.9	9	-5	-9
COc1ccc(CN2CC(C(=O)NCCC3=CCCCC3)CC2=O)cc1 (centres undefined)	101	1.1	6	7	-7	1.1	0.9	5	-4	-9
Cc1ccc(Sc2ncccc2C(=O)O)cc1	96	0.94	16	-23	23	1	1.1	-6	9	-2
COc1ccccc1C(=O)N/C(=C\c1ccc(Br)cc1)C(=O)NCC(=O)O	108	0.99	1	2	-2	1	0.9	5	1	-4
O=C(CSCc1ccccc1)N1CCN(C(=O)c2ccco2)CC1	107	1.1	15	-1	1	1.1	1	4	-24	-6
COc1ccccc1N1CCN(C2CCCC(C)C2)CC1 (centres undefined)	106	1.7	2	18	-18	1	0.9	9	-2	-3
O=C1c2cccc([N+](=O)[O-])c2C(=O)N1c1cccnc1	95	1.3	-1	-6	6	1	1	3	6	-1
O=C(NC1CCCC1)C(c1ccccc1)N(C(=O)c1ccno1)c1cccnc1 (centres undefined)	96	0.85	6	-3	3	1.1	0.8	15	-14	-8
CCOC(=O)c1sc(NC(=O)c2ccccc2)cc1C	145*	6.7*	-1	-117	117	0.3	1	-2	-10	69*
Cc1ccc2ncnc(NCCC(=O)O)c2c1	100	1.2	9	2	-2	1.1	1	1	-8	-6
CCCCSC1(SCCCC)N=C(N)C2(C#N)C(c3ccccc3)NC(C)=CC12C#N (centres undefined)	97	1.1	3	15	-15	1.1	0.8	24	-6	-5

Arranged by formula weight (largest number first): part of the list above.
SMILES	STAT1 activator	NF-kB expr up	G6PDH counter	APP 5UTR inh	APP 5'UTR act	FLuc act counter	Diaphorase act	Diaphorase inh	TLR4-MyD88 BLA	FLuc inhib CS
CCCCSC1(SCCCC)N=C(N)C2(C#N)C(c3ccccc3)NC(C)=CC12C#N (centres undefined)	97	1.1	3	15	-15	1.1	0.8	24	-6	-5
CCOC(=O)c1sc(NC(=O)c2ccccc2)cc1C	145*	6.7*	-1	-117	117	0.3	1	-2	-10	69*
Cc1ccc2ncnc(NCCC(=O)O)c2c1	100	1.2	9	2	-2	1.1	1	1	-8	-6

Record cards (already shown). Values in the order: STAT1 activator | NF-kB expr up | G6PDH counter | APP 5UTR inh | APP 5'UTR act | FLuc act counter | Diaphorase act | Diaphorase inh | TLR4-MyD88 BLA | FLuc inhib CS
CCOC(=O)c1sc(NC(=O)c2ccccc2)cc1C is entered as 145* | 6.7* | -1 | -117 | 117 | 0.3 | 1 | -2 | -10 | 69*
CCCCSC1(SCCCC)N=C(N)C2(C#N)C(c3ccccc3)NC(C)=CC12C#N (centres undefined) is entered as 97 | 1.1 | 3 | 15 | -15 | 1.1 | 0.8 | 24 | -6 | -5
Cc1ccc(Sc2ncccc2C(=O)O)cc1 is entered as 96 | 0.94 | 16 | -23 | 23 | 1 | 1.1 | -6 | 9 | -2

Continued:
SMILES	STAT1 activator	NF-kB expr up	G6PDH counter	APP 5UTR inh	APP 5'UTR act	FLuc act counter	Diaphorase act	Diaphorase inh	TLR4-MyD88 BLA	FLuc inhib CS
COc1cc(NC2=CC(=O)CC(C)(C)C2)cc(OC)c1OC	100	1.7	-9	-11	11	1.1	0.8	23	-1	-11
Cn1cc(CN(Cc2ccccn2)C[C@@H]2CCC(=O)N2)c(-c2ccccc2F)n1	101	1.3	13	20	-20	1	0.8	18	-1	-3
CCC(Sc1nccn1C)C(=O)Nc1ccc(Cl)cn1 (centres undefined)	99	1.1	3	4	-4	1.1	1	1	-18	-7
N#Cc1c2c(c(NCCOCCO)n3c1nc1ccccc13)CCCC2	90	0.97	7	13	-13	1.1	0.8	19	-13	-7
O=c1c(-c2ccccc2)c1-c1ccccc1	/	/	23	/	/	1	0.7	26	/	3
NC(=O)Cn1c(S(=O)(=O)Cc2ccccc2)nc2ccccc21	100	/	/	-10	10	/	/	/	8	/
CCOc1ccc(NC(=S)NC(=O)/C=C/c2ccc(OC)c(OC)c2)c([N+](=O)[O-])c1	104	1	7	-8	8	0.9	0.8	19	3	6
COc1cccc(NC(=O)CSc2nnc3cc(C)nc(N)n23)c1	96	0.98	9	-34	34	1	0.7	28	1	-4
CN(C(=O)CC1C(=O)NCCN1Cc1ccc(F)c(F)c1)C1CCOCC1 (centres undefined)	106	1.1	13	-6	5	1.1	0.8	16	-2	-6
O=C(NN=C1CCN(Cc2ccccc2)CC1)c1cc(Br)ccc1O	90	1.4	15	20	-20	1	1	-3	-10	5
Cc1ccccc1/C(N)=N/OC(=O)c1cccs1	118	1.9	-10	-10	10	0.3	0.9	10	3	69*
CSC1=NCCN1C(=O)c1c(F)cccc1F	95	0.96	5	-21	21	1.1	1.1	-6	4	-6
CCOc1cccc(SCc2noc(C(=O)NC(C)C)c2C(=O)O)c1	102	1	7	3	-3	1.1	0.9	10	10	-5
CN1CCN(Cc2nc3c(c(=O)[nH]c(=O)n3C)n2CCc2ccccc2)CC1	101	1.1	10	10	-10	1.1	1.1	-10	-1	-8
NC(=O)c1ccccc1N=Cc1ccc2ccccc2c1	124	2	8	-64	64	0.8	0.9	8	-20	18
Cc1ccc(C)n1CCN1CCN(CC(=O)Nc2ccc(S(N)(=O)=O)cc2)CC1	105	1.2	0	-8	8	1.1	1	-2	-3	-9
COC(=O)CCC(=O)c1oc2ccc(OC)cc2c1N	111	1.8	11	64*	-64	0.4	0.9	6	0	56*
COC(=O)NCC(c1ccco1)N1CCN(c2ccccc2)CC1 (centres undefined)	98	1.1	4	-6	6	1	1.1	-7	-9	1
Cc1ccc2cn[nH]c2c1NC(=S)NC(=O)c1ccccc1	105	1.1	6	20	-20	1.1	0.9	14	1	-6
CCOC(=O)C1CCN(C(=O)NS(=O)(=O)c2ccc(C)cc2)CC1	97	1	0	-19	19	1.1	0.9	6	-14	-9
COC(=O)c1cc(-c2ccc(C)o2)nc2ccccc12	90	1.2	0	13	-13	0.8	0.9	9	10	24
COc1ccccc1OCCC(=O)OCC(=O)Nc1cccc(Br)c1	93	1.1	-6	6	-6	1	0.8	16	0	-5
Cc1nc2ncnn2c(Nc2ccc3c(c2)OCCO3)c1C	98	/	/	6	-6	/	/	/	8	/
COc1ccc(NC(=O)CN(C)S(=O)(=O)c2cccc3nsnc23)cc1OC	94	1.2	-5	6	-6	1	1.1	-6	0	-4
COc1ccc(-c2nsc3c(N4CCN(S(=O)(=O)c5ccccc5)CC4)ncnc23)cc1	/	/	-1	/	/	1	0.9	8	/	-4
O=C(O)Cn1cc(C(=O)c2ccco2)c2ccccc21	101	1.6	8	5	-5	1	1	0	2	1
C/C(=N\NC(=O)c1ccccc1C)c1ccc(NC(=O)c2cccs2)cc1	116	1.1	0	-95	95	1	1.1	-5	11	-2
O=C(COC(=O)C1CCN(/C=C/C(=O)C(F)(F)F)CC1)Nc1cccc(F)c1	100	1.1	-3	-1	1	1	0.9	9	-3	-3
COc1ccc(N2C(=O)CSC2c2ccc3c(c2)OCO3)cc1 (centres undefined)	101	0.96	6	10	-10	1	0.9	8	4	-1
Cn1c(=O)c2c(nc(N3CCCCC3)n2CCSc2nc3ccccc3s2)n(C)c1=O	95	0.89	8	-11	11	1	0.9	11	6	0
COc1ccccc1C1C2CCCCC2(O)CCN1CC(=O)Nc1ccccc1 (centres undefined)	101	0.97	-1	-15	15	1	0.9	12	5	-4
O=C(CCCN1C(=O)/C(=C\c2ccco2)SC1=S)Nc1cccc2ccccc12	101	0.95	10	-14	14	1	0.8	23	-13	-1
O=C(O)C1[C@H]2C(=O)N(Cc3cccs3)C[C@]23C=C[C@H]1O3 (some centres undefined)	104	1.6	7	-9	9	1	1	3	-12	2
COc1ccccc1N1CCN(C(=O)c2cc(-c3ccc(Cl)c(Cl)c3)on2)CC1	96	1.1	0	-8	8	1.1	0.9	7	-6	-8
